Source: PubChem BioAssay (The Scripps Research Institute Molecular Screening Center)
ssDAF-12 act: activates DAF-12 receptor from parasite S. stercoralis | activation, % at 6.8 µM | HEK293 ssDAF-12/GRIP1 lit1-tk-luc reporter, luminescence; % of 3 µM dafachronic acid response | AID 652126 | 370,000 tested, 1% active;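 active = activation above the mean over all tested compounds plus 3 SD, cut at about 0.9% in these data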;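 note: 0% = DMSO-only wells and 100% = 3 µM delta7-dafachronic acid wells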
PLCb3 inh: PLC-beta3 (human) inhibition, primary screen. 370,000 tested, 0.18% active. inhibition, % at 12.2 µM. Purified PLC-beta3, fluorogenic substrate, fluorescence; in the data active = inhibition above about 11%;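 note: 0% = median of compound wells on plate and 100% = full blocker control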
PLCg1 inh: blocks human PLC-gamma1 enzyme activity; P19174; purified PLC-gamma1, fluorogenic substrate, fluorescence; inhibition, % at 12.2 µM; 370,000 tested, 0.84% active; AID 720700; in the data active = inhibition above about 9.5%
hgDAF-12 ag: activates the H. glycines DAF-12 receptor ligand-binding domain; activation, % at 6.8 µM; HEK293 GAL4-hgDAF12 UAS-luciferase reporter, agonist luminescence; normalized to butyrate control; 370,000 tested, 1.8% active;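 active = activation above a cutoff set at the mean of all screened compounds plus 3 SD, cut at about 10% in these data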;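 note: 0% = DMSO wells and 100% = sodium butyrate wells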
GAA850 FXN act: frataxin GAA850 promoter activation. activation, % at 6 µM. 360,000 tested, 0.56% active. HEK293 lucGAA850 FXN promoter luciferase reporter, 24 h; percent of 10 µM SAHA response;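 active = activation above the average of all compounds screened plus 3 SD, cutoff fixed separately per campaign, cut at about 7.5% in these data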;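 note: 0% = DMSO wells and 100% = 10 µM SAHA wells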
HGIII-sPLA2 inh: Inhibits HGIII-sPLA2 liposome hydrolysis, primary screen | Q9NZ20 | QFRET BODIPY PC-A2 liposome hydrolysis, fluorescence | inhibition, % at 12.2 µM | 370,000 tested, 0.56% active | AID 743126;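 active = inhibition above mean plus 3 SD of compounds lying within the high and low control bounds, cut at about 19% in these data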;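 note: 0% = median of test compound wells and 100% = no enzyme DMSO wells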
Target sequence (Q9NZ20 whole entry, looked up): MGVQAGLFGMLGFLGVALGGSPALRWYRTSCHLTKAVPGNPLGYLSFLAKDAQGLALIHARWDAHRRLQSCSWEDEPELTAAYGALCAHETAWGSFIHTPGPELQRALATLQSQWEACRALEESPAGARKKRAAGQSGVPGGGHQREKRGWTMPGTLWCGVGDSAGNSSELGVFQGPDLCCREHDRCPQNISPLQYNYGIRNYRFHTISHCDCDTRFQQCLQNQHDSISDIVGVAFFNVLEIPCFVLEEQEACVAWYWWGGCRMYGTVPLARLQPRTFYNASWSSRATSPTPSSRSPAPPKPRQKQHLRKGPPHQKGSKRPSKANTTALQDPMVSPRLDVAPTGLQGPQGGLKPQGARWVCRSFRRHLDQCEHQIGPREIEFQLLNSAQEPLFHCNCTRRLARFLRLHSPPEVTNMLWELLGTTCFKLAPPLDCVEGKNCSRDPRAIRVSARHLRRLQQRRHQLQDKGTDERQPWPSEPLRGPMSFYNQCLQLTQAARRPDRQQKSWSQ
hcDAF-12 act: activators of H. contortus DAF-12 nuclear receptor; HEK293 hcDAF-12 lit1-tk-luc reporter, luminescence; 0% DMSO, 100% Δ7-dafachronic acid; activation, % at 6.8 µM; 370,000 tested, 1.4% active; AID 652067;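 active = activation above the mean of all tested compounds plus 3 SD, cut at about 5.5% in these data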;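 note: 100% = response to 3 µM Δ7-dafachronic acid high control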
ADAM10 inh: ADAM10 inhibition, QFRET primary screen. O14672. recombinant ADAM10, EDANS/DABCYL FRET peptide cleavage, 3 h. inhibition, % at 7 µM. 370,000 tested, 0.62% active. AID 720582;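 active = inhibition above a per-campaign cutoff equal to the mean of compounds falling between control-based bounds plus 3 SD, cut at about 20% in these data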;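 note: 0% = DMSO wells while the 100% control is not disclosed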
DAX1 inh-1: DAX1 (NR0B1) inhibition, primary screen; inhibition, % at 6.8 µM; HEK293T StAR-luciferase reporter, SF-1/DAX-1 repression relief; AID 652010; 370,000 tested, 1.1% active;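 active = inhibition above the mean over all tested compounds plus 3 SD, cut at about 3.6% in these data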;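 note: 0% = DAX-1 cells with DMSO and 100% = cells lacking DAX-1 with DMSO; higher inhibition means more luminescence from relief of DAX-1 repression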
ADAM17 inh: inhibits human ADAM17. recombinant ADAM17, EDANS/DABCYL FRET peptide cleavage. inhibition, % at 6.95 µM. 370,000 tested, 0.83% active. AID 720648;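 active = inhibition above the mean of compounds lying between control limits plus 3 SD, set per campaign, cut at about 8.5% in these data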;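 note: 0% = DMSO-only wells as the low control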
Target sequence (P78536 215-824 limits assumed): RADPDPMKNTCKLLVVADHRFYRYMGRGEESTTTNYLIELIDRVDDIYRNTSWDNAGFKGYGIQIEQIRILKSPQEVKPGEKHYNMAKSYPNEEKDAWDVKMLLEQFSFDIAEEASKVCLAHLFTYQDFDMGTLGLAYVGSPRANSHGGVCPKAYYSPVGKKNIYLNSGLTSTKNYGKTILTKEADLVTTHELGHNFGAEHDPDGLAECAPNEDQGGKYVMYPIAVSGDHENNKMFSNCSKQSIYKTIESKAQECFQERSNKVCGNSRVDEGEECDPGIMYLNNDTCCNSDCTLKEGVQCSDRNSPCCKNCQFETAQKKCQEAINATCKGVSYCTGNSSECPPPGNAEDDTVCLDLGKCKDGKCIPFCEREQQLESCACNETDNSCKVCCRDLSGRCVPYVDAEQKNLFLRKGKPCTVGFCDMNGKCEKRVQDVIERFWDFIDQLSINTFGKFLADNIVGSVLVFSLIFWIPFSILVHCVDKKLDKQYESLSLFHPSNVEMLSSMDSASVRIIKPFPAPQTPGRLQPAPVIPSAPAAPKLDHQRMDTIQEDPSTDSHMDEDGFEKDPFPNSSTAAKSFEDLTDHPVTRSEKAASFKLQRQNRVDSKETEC
DAX1 inh-2: inhibitors of human orphan nuclear receptor DAX1 (NR0B1); P51843; HEK293 Gal4-DAX1 luciferase reporter, luminescence; inhibition, % at 6.75 µM; 340,000 tested, 0.99% active; AID 504766;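 active = inhibition above the mean over all tested compounds plus 3 SD, cut at about 4.2% in these data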;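 note: 0% = DAX1-transfected cells with DMSO and 100% = empty-vector control cells with DMSO; inhibition shows as a rise in luminescence from relieved DAX1 repression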
* hit, by the source's call; x = no result given.

| structure | PLCb3 inh | HGIII-sPLA2 inh | DAX1 inh-2 | hcDAF-12 act | DAX1 inh-1 | ADAM10 inh | ssDAF-12 act | GAA850 FXN act | PLCg1 inh | hgDAF-12 ag | ADAM17 inh |
| --- | --- | --- | --- | --- | --- | --- | --- | --- | --- | --- | --- |
| CN(C)CCNc1ncnc2c1ncn2[C@H]1CN(C)C[C@@H](CO)O1 | 0.0 | 12.7 | x | 0.3 | 1.3 | -1.4 | -0.4 | -1.1 | 0.6 | -5.2 | -5.1 |
| CC(C)CC(N)c1csc(NC(=O)Nc2ccccc2-c2ccccc2)n1 (configuration not stated) | 3.1 | 5.8 | x | -1.8 | 1.0 | -6.9 | -0.8 | -1.8 | 2.8 | 0.0 | -2.6 |
| COc1ccc(C2C=C(C34CC5CC(CC(C5)C3)C4)NC(=S)N2)cc1OC (configuration not stated) | -10.1 | 18.4 | 1.0 | -1.0 | -0.3 | -9.6 | -1.3 | 7.7* | -11.1 | -1.8 | -1.4 |
| CC(=O)c1sc(NC(=O)C2CCN(C(=O)c3ccccc3C)CC2)nc1-c1ccccc1 | -5.2 | -52.1 | -1.4 | -3.6 | -5.8 | 16.3 | -2.0 | 1.0 | 1.7 | -3.4 | 3.5 |
| COc1cc(/C=N/NC(=O)c2cnccn2)cc(OC)c1OC | 3.8 | 0.3 | 2.4 | 0.8 | -0.2 | -2.1 | -1.3 | 0.2 | 3.3 | 3.0 | -2.1 |
| O=C1c2cccc(OCC(=O)N3CCCc4ccccc43)c2CCN1Cc1ccccc1 | 2.8 | -8.7 | 1.4 | -1.4 | -0.2 | 3.1 | -1.5 | 2.6 | 4.3 | -0.3 | 1.1 |
| O=C(COC(=O)CCSc1ccccc1Cl)NCc1ccco1 | -1.5 | 8.8 | -0.6 | 0.3 | -0.6 | -6.7 | -1.1 | -0.1 | -1.1 | 1.3 | -2.6 |
| O=C(Nc1cccc(Cl)c1)c1cnccn1 | -3.2 | -0.3 | -0.3 | -0.7 | 0.5 | 4.8 | -0.3 | 2.5 | 3.1 | 3.1 | 2.0 |
| COCCC(=O)N1CCC(Oc2ccc(C(=O)N3CCCCC3COC)cc2)CC1 (configuration not stated) | -1.2 | 8.1 | -0.1 | 0.2 | 0.7 | 9.1 | -0.2 | -0.7 | 3.0 | 0.2 | -2.6 |
| O=c1c2cc3ccccc3n2cnn1Cc1ccccc1F | -5.9 | -3.9 | -0.4 | 2.7 | -0.6 | 9.1 | -1.4 | -0.5 | -1.9 | 0.6 | 2.0 |
| O=C(NC1CCCCC1c1ccccc1)c1ccccc1 (configuration not stated) | 2.9 | -4.4 | -0.7 | -2.8 | -0.1 | -2.4 | -1.4 | -0.1 | -2.5 | -2.7 | -2.4 |
| COC(=O)c1cccc(S(=O)(=O)N2CCN(c3nc4ccccc4s3)CC2)c1 | -0.9 | 4.0 | -0.7 | -1.2 | 0.5 | 1.0 | -1.5 | 2.5 | -8.0 | 1.1 | -3.8 |
| CCOC(=O)c1cccc(NC(=O)CSc2nncn2-c2ccccn2)c1 | -4.1 | -4.9 | 1.5 | -0.2 | 0.1 | -0.3 | -0.4 | 1.2 | 0.5 | -0.4 | -0.8 |
| COc1ccc(S(=O)(=O)N2CCC(C(=O)N[C@@H](C)C(=O)NCc3ccccn3)CC2)cc1 | -4.8 | 6.2 | 1.2 | 2.4 | 1.6 | -9.6 | -0.9 | 0.7 | -0.6 | 0.1 | -1.9 |
| CCOC(=O)c1ccc(NC(=O)CCS(=O)(=O)c2ccc(Br)s2)cc1 | 1.4 | -26.6 | -1.4 | -1.8 | -0.6 | -0.8 | -1.0 | -2.3 | 1.6 | 1.1 | 0.4 |
| Cc1cc(C)c[n+](-c2nc3ccccc3nc2[N-]S(=O)(=O)c2ccc(Cl)cc2)c1 | -6.4 | -0.2 | -0.3 | 0.3 | 0.2 | 0.0 | -0.4 | -2.1 | -7.1 | 3.6 | -0.6 |
| Cc1cc(C)n2ncc(C(=O)NCc3ccc(Cl)cc3)c2n1 | -104.7 | 0.9 | 1.4 | -1.9 | -0.7 | -157.2 | -1.6 | 3.8 | -50.3 | -3.9 | -47.6 |
| COc1ccc2c(c1)CC/C(=C\C=C\c1ccccc1)C2=O | -26.5 | -1.8 | 0.4 | 0.9 | 0.5 | -26.1 | -1.0 | 1.3 | -20.6 | 4.8 | -6.6 |
| COc1ccc(/C=C2\CCC(C3CCCC3)C2=O)cc1 (configuration not stated) | -5.4 | 7.3 | 3.5 | 1.6 | 0.8 | -12.1 | 0.1 | 4.8 | 10.0* | 5.1 | -2.1 |
| CCOc1ccc(CN2CCNC(=O)C2CC(=O)NC2CCCCCC2)cc1 (configuration not stated) | -9.1 | -4.3 | -0.5 | -2.0 | -0.5 | -2.6 | -0.4 | 2.0 | -0.8 | 0.1 | -3.4 |
| CCOc1ccc(NC(=O)CC2C(=O)N(c3ccccc3)C(=O)N2Cc2ccco2)cc1 (configuration not stated) | 0.1 | -7.3 | -0.1 | -1.4 | 1.3 | 3.4 | -1.8 | 0.9 | -0.8 | -0.4 | -2.9 |
| CCc1ccccc1NC(=O)Cn1nnc(C(=O)NCc2cccs2)c1N | 9.4 | -6.0 | -1.9 | -2.5 | -1.6 | 2.7 | -1.8 | -3.2 | 5.5 | 1.1 | -1.4 |
| Cc1cc(C)c(NC(=O)CN2CCN(C)CC2)c(C)c1 | -0.4 | 7.3 | 3.6 | 1.4 | 1.8 | -8.5 | 0.1 | 0.5 | -0.8 | 3.3 | -2.4 |
| Cc1ccc(S(=O)(=O)Nc2c(C)cc(C)nc2Cl)cc1 | -3.1 | 11.2 | 1.0 | -1.5 | -0.3 | -1.3 | -1.7 | 0.2 | 1.4 | -1.7 | -7.6 |
| COc1cc(/C=N/NC(=O)c2ccccc2)ccc1OS(=O)(=O)c1ccccc1 | 5.6 | -11.8 | 0.8 | -3.8 | -0.5 | 13.7 | -1.8 | 0.6 | 6.5 | 0.4 | 4.3 |
| Cc1ccc(NC(=O)CN2C(=O)NC3(CCC(C)CC3)C2=O)c(Cl)c1 (configuration not stated) | 0.9 | 0.9 | 1.6 | -2.2 | -0.6 | 0.6 | -1.3 | 0.3 | 0.2 | -0.3 | -0.1 |
| COc1ccc(CCN2C(=O)NC(NS(=O)(=O)c3ccc(N)cc3)(C(F)(F)F)C2=O)cc1OC (configuration not stated) | -1.1 | 3.7 | 0.0 | 0.2 | -0.1 | -5.6 | -1.1 | 0.5 | 2.2 | -2.6 | -0.3 |
| CCc1ccc(C(=O)c2oc3nc(C)cc(C)c3c2N)cc1 | -69.3 | 3.6 | 1.8 | 1.6 | -0.8 | -7.6 | -1.9 | 3.3 | -49.1 | 2.4 | -5.2 |
| O=C1NC[C@@H](CCCCN2CCN(Cc3ccccc3)C(=O)C2=O)N(CCC2CCCCC2)C1=O | -0.8 | 6.5 | x | -1.5 | 0.6 | -11.4 | -1.2 | x | 0.2 | -2.0 | -7.4 |
| Cn1c(N)c(C(=O)COC(=O)c2ccc(-c3ccccc3)cc2)c(=O)n(C)c1=O | 2.5 | -0.7 | -1.4 | -1.3 | 0.2 | -5.9 | -0.9 | -1.5 | 0.7 | 1.6 | 2.2 |
| COc1cc(C=Nc2cccc([N+](=O)[O-])c2C)ccc1OC(C)=O | 0.3 | 2.9 | -0.2 | -0.9 | -0.5 | -4.4 | -1.1 | 0.9 | -0.3 | 0.3 | 0.9 |
| CC(C)(C)SCCNC(=O)/C=C/c1ccc([N+](=O)[O-])cc1 | 6.8 | 4.7 | 0.1 | -0.6 | -0.3 | 3.8 | -0.2 | x | 6.3 | 2.3 | 3.0 |
| O=C(Cc1ccc([N+](=O)[O-])cc1)N1CCCCCC1 | 0.5 | 6.5 | 0.6 | -1.2 | -0.1 | 10.5 | -1.6 | 2.9 | -0.9 | -1.8 | 1.2 |
| Cc1cc(F)ccc1NCc1cccnc1 | 1.0 | 13.0 | -0.1 | -1.1 | 0.1 | -4.6 | -1.1 | 0.7 | -3.1 | -2.1 | -1.2 |
| CCCCOc1ccc(C(=O)N2CC(C)OC(C)C2)cc1 (configuration not stated) | 2.8 | 2.8 | -0.6 | -1.9 | 0.3 | 0.2 | -2.0 | 1.1 | -1.5 | 0.2 | -2.1 |
| Cc1ccc(NC(=O)c2ccc(F)c(S(=O)(=O)N3CCOCC3)c2)cc1F | 2.3 | -5.7 | -2.5 | -2.4 | -2.6 | 8.0 | -1.6 | 1.1 | 4.4 | -3.0 | 0.1 |
| Cc1cccc(C)c1NC(=O)CSc1nnc(-c2ccoc2C)n1C | 2.6 | -6.6 | -0.8 | 1.0 | -0.6 | 4.3 | -1.0 | -1.1 | 0.1 | 1.2 | -5.2 |
| COc1cccc(NC(=S)NC(=O)c2c(Cl)c(C)nn2C)c1 | 3.2 | 6.6 | 4.3* | 0.5 | 0.8 | 6.9 | -0.9 | 5.6 | 2.5 | 0.1 | 4.7 |
| Cc1cc(OCCN2CCCC2)ccc1[N+](=O)[O-] | 5.0 | -3.1 | -0.7 | -1.2 | 0.2 | 6.4 | 1.1* | -1.2 | 4.1 | 0.6 | 2.6 |
| CCOC(=O)C1CCN(C(=O)CC(C)S(=O)(=O)c2ccc3c(c2)NC(=O)CO3)CC1 (configuration not stated) | -3.3 | 4.7 | 0.3 | -2.1 | 0.0 | -6.6 | -1.1 | -0.7 | 1.2 | 1.0 | 2.9 |
| Cc1ccc(NC(=O)c2ccc3c(=O)n4c(nc3c2)CCC4)cc1F | -5.8 | 8.1 | 0.1 | -0.3 | 2.6 | -9.4 | -0.7 | 5.3 | -5.2 | 6.5 | -2.1 |
| CC1=C[C@@H](C)[C@@H](c2ccccc2)OC1=O | 1.2 | 3.1 | -0.7 | -1.1 | -0.5 | 6.7 | -1.1 | 0.4 | 2.9 | -0.6 | -4.5 |
| COC(=O)CCNC(=O)c1ccc2[nH]c(C)c(C)c2c1 | -12.5 | 1.3 | 1.3 | -2.4 | -0.6 | -2.4 | -0.8 | -2.3 | -7.0 | 3.4 | -6.8 |
| CCOc1ccc(S(=O)(=O)n2c([N+](=O)[O-])cnc2C)c(C)c1C | 2.3 | -3.7 | 0.9 | 0.8 | -0.4 | 0.4 | -1.4 | -1.5 | 3.2 | 1.2 | 2.7 |
| COc1cccc(CN2CCC(C(=O)Nc3ccc(Oc4cccnc4)cc3)CC2)c1 | -2.9 | -2.8 | -0.5 | -2.5 | -2.9 | 4.1 | -1.2 | -2.8 | 4.5 | 0.1 | -20.1 |
| COc1ccc(C2=Nc3ccccc3N(C(=O)c3cccnc3)C2C(=O)NC(C)(C)C)cc1 (configuration not stated) | -18.9 | -1.0 | x | 0.3 | 0.6 | -8.6 | -0.5 | x | -17.9 | 3.3 | -2.8 |
| O=C(NCC1CC1)C1(S(=O)(=O)c2ccccc2)CC=CC1 | -30.3 | -1.9 | -0.7 | -1.4 | -0.5 | -4.5 | -1.1 | 0.5 | 2.0 | 1.9 | -3.0 |

An unsorted share of the library; overall some 6.9% were active at least once.
